Assay outcomes as filed in PubChem BioAssay.
ALOX12 inh = inhibitors of human 12S-lipoxygenase ALOX12 | Potency, µM (top dose mostly 108 µM), inactives show at the highest dose activity change, negative = inhibition, actives largely listed as inhibitors | P18054 | purified 12hLO, xylenol orange hydroperoxide absorbance | hit rate 1.1% among 580,000; active means well fitted inhibition curve with a large enough effect; inconclusive means small, poorly fitted or top-dose-only effect, or another doubt; inactive means no such curve, though single readings can be large or run the other way
Target sequence (P18054 whole entry, looked up): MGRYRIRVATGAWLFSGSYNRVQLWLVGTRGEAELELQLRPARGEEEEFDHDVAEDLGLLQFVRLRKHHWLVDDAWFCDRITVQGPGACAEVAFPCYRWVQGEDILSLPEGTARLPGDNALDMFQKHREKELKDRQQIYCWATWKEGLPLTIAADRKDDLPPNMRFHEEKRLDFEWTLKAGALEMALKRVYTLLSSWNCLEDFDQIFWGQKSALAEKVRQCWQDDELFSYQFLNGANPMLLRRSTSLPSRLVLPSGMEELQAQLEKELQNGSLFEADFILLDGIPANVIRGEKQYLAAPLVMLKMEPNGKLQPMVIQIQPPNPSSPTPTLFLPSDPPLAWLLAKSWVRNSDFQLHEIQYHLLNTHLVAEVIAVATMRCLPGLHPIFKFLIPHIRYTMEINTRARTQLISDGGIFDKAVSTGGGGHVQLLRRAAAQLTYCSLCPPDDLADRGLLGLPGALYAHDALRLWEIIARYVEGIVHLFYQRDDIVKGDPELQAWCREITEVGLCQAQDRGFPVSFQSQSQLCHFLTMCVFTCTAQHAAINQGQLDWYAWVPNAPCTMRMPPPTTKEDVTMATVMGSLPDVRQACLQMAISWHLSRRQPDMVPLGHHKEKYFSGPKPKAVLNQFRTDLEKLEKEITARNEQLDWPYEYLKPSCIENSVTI
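Purified human 12hLO (150 nM final) in 25 mM Hepes, 0.01% Triton X-100, pH 7.0 was preincubated 15 min at room temperature with compound. Then 40 uM arachidonic acid was added, 30 min. Hydroperoxide was read by Fe-XO absorbance ratio 573/405 nm.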
Active calls of the source: *; ? = inconclusive; [ ] = remark or other dose. On the % scale 0 is the no-effect control and ±100 the full control effect; potency means the concentration at half of the fitted maximal effect.

Start of the listing, in advance (18 entries):
SMILES	ALOX12 inh
Cc1noc([C@@H]2CN(Cc3cc(F)ccc3F)C[C@H]2CO)n1	24%
COc1cc(S(=O)(=O)N2CCCC2)c(OC)cc1Cl	3%
Cc1ccc(-n2c(-c3ccccc3)cc(C=Nc3ccc(C)cc3C)c2-c2ccccc2)cc1	?
Brc1ccc(-c2csc3ncnc(Sc4nnc(C5CC5)o4)c23)cc1	10%
Cc1nc2cc(NC(C)C(=O)Nc3cc(Cl)ccc3Cl)ccc2o1 (stereo not drawn)	?
CCn1nc(C)cc1C(=O)NCc1cccnc1Oc1ccccc1C	23%
O=C([C@H]1C[C@H](Oc2cccnc2)CN1C(=O)NCc1ccc(F)cc1)N1CCOCC1	20%
CSc1cccc(Nc2nc(N)c(C(=O)c3ccc(F)cc3)s2)c1	-23%
CC1(C(=O)N2CCN(c3ccccn3)CC2)CCCc2cnc(Nc3cccnc3)nc21 (stereo not drawn)	15%[176 µM]
COc1ccc(-c2onc(C)c2C(=O)N[C@@H](C)c2ccc(OC)cc2)cc1	29%
Cc1cc(Br)c(S(=O)(=O)NCCO)cc1C	?
CC(C)(CNC(=S)Nc1ccc(SC(F)F)cc1)N1CCCCC1	?
CCOC(=O)C(CNc1ccc(OCc2ccccc2)cc1)NC(=O)c1ccccc1 (stereo not drawn)	?
CC(C)n1nc(C(=O)N[C@@H](Cc2ccccc2)C(=O)O)c2ccccc2c1=O	?
NC(=O)c1ccc(CNc2cnc3ccccc3n2)cc1	?
COCCCN1C(=O)CC[C@H]2CN(C(=O)Cn3cccnc3=O)CC[C@H]21	-20%
Cc1nc2cc(NC(=O)c3cc(Cl)ccc3Cl)ccc2o1	-30%
O=C1CCN(C(=O)[C@@H](Cc2ccccc2)NC(=O)C2CCCCC2)CCOCCN1	7%

Main list, from the first entry:
SMILES	ALOX12 inh
Cc1noc([C@@H]2CN(Cc3cc(F)ccc3F)C[C@H]2CO)n1	24%
COc1cc(S(=O)(=O)N2CCCC2)c(OC)cc1Cl	3%
Cc1ccc(-n2c(-c3ccccc3)cc(C=Nc3ccc(C)cc3C)c2-c2ccccc2)cc1	?
Brc1ccc(-c2csc3ncnc(Sc4nnc(C5CC5)o4)c23)cc1	10%
Cc1nc2cc(NC(C)C(=O)Nc3cc(Cl)ccc3Cl)ccc2o1 (stereo not drawn)	?
CCn1nc(C)cc1C(=O)NCc1cccnc1Oc1ccccc1C	23%
O=C([C@H]1C[C@H](Oc2cccnc2)CN1C(=O)NCc1ccc(F)cc1)N1CCOCC1	20%
CSc1cccc(Nc2nc(N)c(C(=O)c3ccc(F)cc3)s2)c1	-23%
CC1(C(=O)N2CCN(c3ccccn3)CC2)CCCc2cnc(Nc3cccnc3)nc21 (stereo not drawn)	15%[176 µM]
COc1ccc(-c2onc(C)c2C(=O)N[C@@H](C)c2ccc(OC)cc2)cc1	29%
Cc1cc(Br)c(S(=O)(=O)NCCO)cc1C	?
CC(C)(CNC(=S)Nc1ccc(SC(F)F)cc1)N1CCCCC1	?
CCOC(=O)C(CNc1ccc(OCc2ccccc2)cc1)NC(=O)c1ccccc1 (stereo not drawn)	?
CC(C)n1nc(C(=O)N[C@@H](Cc2ccccc2)C(=O)O)c2ccccc2c1=O	?
NC(=O)c1ccc(CNc2cnc3ccccc3n2)cc1	?
COCCCN1C(=O)CC[C@H]2CN(C(=O)Cn3cccnc3=O)CC[C@H]21	-20%
Cc1nc2cc(NC(=O)c3cc(Cl)ccc3Cl)ccc2o1	-30%
O=C1CCN(C(=O)[C@@H](Cc2ccccc2)NC(=O)C2CCCCC2)CCOCCN1	7%
COc1ccc(CCC(=O)N2CCCC(c3nc(-c4cccnc4)no3)CCNC(=O)CC2)cc1 (stereo not drawn)	32%
O=C(NC1CCCCC1)[C@@H]1Cc2nc[nH]c2CN1Cc1ccc(C(F)(F)F)cc1	43%[activator][176 µM]
CC1CCc2noc(NC(=O)COc3ccc(C(C)(C)C)cc3)c2C1 (stereo not drawn)	-6%
COc1cccc(CN(C)Cc2ccc(C)o2)c1O	83%[activator]
COCC(=O)N1CCC(Oc2cnc3c(ccn3-c3cncnc3)c2)CC1	21%[176 µM]
COc1ccc(CC(=O)NC(C)c2cccs2)cc1OC (stereo not drawn)	1%
O=C1NC2(CCCN(CC3CC3)C2)Oc2ccccc21 (stereo not drawn)	15%[176 µM]
COc1ccc(N2CC(C(=O)N(C)Cc3cnn(C)c3)CC2=O)cc1 (stereo not drawn)	4%
CCOC(=O)c1ccc(N2CCN(C(C)=O)CC2)c(NC(=O)c2ccc(OC)cc2)c1	-17%
Cc1ccc(-c2noc([C@@H]3C[C@@H](O)CN3C3CCN(C)CC3)n2)cc1F	-20%[176 µM]
COc1ccc(CC(=O)NCc2nnc3ccccn23)cc1OC	-14%
Cc1cc(C)c(C(=O)N2CCCC(CCc3ccccc3C)C2)c(=O)[nH]1 (stereo not drawn)	27%
CC(C)N(C(=O)Cn1c(CN2CCCCC2)nc2ccccc21)c1ccccc1	45%
COc1ccc(CNC(=O)Cn2nc3n(c2=O)CCCC3)cc1	0%
CCn1c(CO)nnc1C1CC(NC(=O)c2nnc3nc(C)ccn23)C1 (stereo not drawn)	-1%
CS(=O)(=O)N(C1CCOCC1)C1CCN(C(=O)C2CC2)CC1	-6%
COc1ccc(N2C(=O)C3(CCCCC3)C2C(=O)NCCCN2CCCC2)cc1 (stereo not drawn)	43%[activator]
Cc1cccc(OCC(=O)N2CCC3(CC2)NC(=O)N(c2ccccc2Cl)N3)c1	?
CCNC(=O)[C@@H]1C[C@H](NC(=O)c2cc(C)on2)CN1Cc1cnn(CC)c1	30%[activator]
NC(=O)NCc1cn(C2CCN(Cc3cc4ccccc4s3)CC2)nn1	-8%
O=C(N1CCCCC1)N1CCN(c2cc(Cl)ncn2)C(=O)C1	0%[6.33 µM]
COc1ccccc1CNC(=O)[C@H]1CN(C(C)C)C[C@H]1C(=O)O	45%[activator]
CC(=O)Nc1cccc(C(=O)NC2CCCN(c3cc(-c4ccc(Cl)cc4)[nH]n3)C2)c1 (stereo not drawn)	5%
CCCN(Cc1nc(-c2ccc(C(F)(F)F)cc2)oc1C)CC1CCCO1 (stereo not drawn)	27%
CCn1nc(C(=O)Nc2nc(C)cs2)c2ccccc2c1=O	?
CCN(CC)CC[C@H]1CN(C(=O)Cc2cccs2)CC[C@H]1CC(=O)O	?
COc1cc(OC)cc(C(=O)N2CCC3(CC2)N=C(c2ccccc2)NO3)c1	18%
Cc1cc2nc3n(c(=O)c2n1CC(=O)NCCc1ccc(Cl)cc1)CCCCC3	0%
Cc1ccc(Cl)c2c(C=O)c(C(C)(C)C)[nH]c12	-6%
O=C(c1ccn[nH]1)N1CCN(Cc2cnn3cccnc23)CC(O)C1 (stereo not drawn)	32%[activator]
c1cc(-c2cc(-c3ccncc3)c3cncn3c2)c2[nH]ncc2c1	18%[176 µM]
CCC(C)n1c(C(C)NC(=O)OCc2ccccc2)nc2cccnc21 (stereo not drawn)	29%
CC(C)c1ccc(CN2CCC3(CC2)OC(=O)N(Cc2ncccn2)C3(C)c2ccccc2)cc1 (stereo not drawn)	5%
CC(C)(O)c1cc(CC2(NCC3CCCCC3)COC2)no1	48%[176 µM]
COc1ccc(-c2noc(-c3cccn3CC(=O)NCCC3=CCCCC3)n2)cc1F	13%
COC(=O)CNC(=O)c1nc(-c2ccc(Cl)cc2Cl)c2cnccn12	-7%[6.33 µM]
COc1cccc(CNC(=O)C2CCN(c3cn[nH]c(=O)c3)C2)c1 (stereo not drawn)	20%
CC(=O)N1CCC(N[C@H]2C[C@@H](Cc3cc(CN(C)c4ccccc4)on3)C2(C)C)CC1	-18%[176 µM]
CN1C(=O)C(CC(=O)NCc2cccnc2-n2ccnc2)N(C)C1=O (stereo not drawn)	7%
COc1cccc(CN2CCCCCCNC(=O)[C@@H]3C[C@@H](C(=O)NCCc4cnc[nH]4)C[C@@H]32)c1OC	67%[activator]
O=C1OCC2=C1C(c1ccc3c(c1)OCO3)CC(=O)N2c1ccc(F)cc1 (stereo not drawn)	42%
Cc1ccc2c(=O)cc(C(=O)Nc3cccc(Cl)c3)oc2c1C	1%
New compounds follow.
SMILES	ALOX12 inh
N#CC1(NC(=O)Cc2ccc(C(F)(F)F)cc2)CCC1	-50%
COC(=O)c1ccc(CNC(C)=O)cc1	?
CCNc1ncnc2sc3c(c12)CCN(S(=O)(=O)c1ccccc1)C3	6%
O=C(NC1(c2cc(F)ccc2F)CC1)[C@H]1CCC[C@H](O)C1	18%
COc1ccc(CN2CCc3nc(C(=O)NCc4ccncc4)oc3CC2)cc1OC	1%[176 µM]
O=C(Nc1c(Cl)cncc1Cl)c1ccc(OC(F)F)c(OCC2CC2)c1	-34%[57.4 µM]
Cc1cccc(-n2nnnc2Sc2nnnn2-c2ccccc2)c1C	20%
Cc1ccccc1CNC(=O)c1ccc(Nc2cc(-c3ccc(F)cc3)ncn2)cc1	49%[activator]
CC(C)NC(=O)c1cnc2c(c1)N(C(=O)Cc1ccc(C(C)C)cc1)CCC2	13%[176 µM]
Cc1noc(C)c1-c1cc2cc(C(C)C)oc2c(-c2cccc(CO)c2)n1	?
O=C(CN1CCCC1)NCCCc1ccccc1	3%
CCN(CC)c1cc(CCC(=O)NCc2cc(F)ccc2F)ccn1	10%
Cc1ncc2c(c1CNS(=O)(=O)N(C)C)CCN(C(=O)c1ccc(F)cc1Cl)C2	-2%
COc1cc2c(cc1OC)C(C[C@H]1CN(C(=O)c3cccs3)CC[C@H]1CC(=O)O)=NCC2	-18%
CN1CCCCCCN(C(=O)C2CC2)[C@H]2CCC[C@H]2C1=O	34%[activator]
CN(Cc1cccc(F)c1)C(=O)Cn1c(=O)c2c(ncn2C)n(C)c1=O	33%[activator]
O=C(c1cccnc1)N1CCN2C(=O)N(C3CCOCC3)C[C@H]2C1	7%[176 µM]
C[C@@H]1CN(Cc2ccc3c(c2)CN(Cc2cccn2-c2ccccn2)CCO3)C[C@H](C)O1	-4%
CC(C)(C)c1ccc(C#C[C@@H]2C=C[C@H]3OC(=O)CC/C=C/CCC(=O)OC[C@H]3O2)cc1	-21%
CC(=O)N1CCCC1c1nnc2n1CCNC2 (stereo not drawn)	?
CN(CC1CCOCC1)C(=O)Cc1ccccc1	14%
CCN(C(=O)Cc1nc(-c2cccs2)oc1C)c1cccc(Br)c1	2%
CN(C)C1CCN(c2ncc(C(C)(C)C(=O)O)c(N3CCOCC3)n2)C1 (stereo not drawn)	33%[activator]
COCCn1c(=O)c2c(n1Cc1ccccc1)CN(Cc1ccccc1O)CC2	3%[176 µM]
O=C(c1cccnn1)N1CCC2(CC1)CC(c1ccccc1)CN(C1CC1)C2 (stereo not drawn)	27%
COc1ccc(C(=O)N2CCC3(CC2)CC(OCC2CC2)CCO3)cc1OC (stereo not drawn)	53%[activator]
O=C(CCn1cncn1)N1CCOC(CC(c2ccccc2)c2ccccc2)C1 (stereo not drawn)	11%
O=C(c1nc(-c2cccnc2)c2ccccn12)N1CCN(c2ncccn2)CC1	17%
COCC(=O)N1C[C@@H](COc2cccnc2)[C@H](c2ccncc2)C1	62%[activator]
CCCn1cnc2c1CN(S(C)(=O)=O)[C@H](C(=O)OC)C2	?
CC(C)c1noc(-c2cccn3c(CNC(=O)CCCc4ccccc4)nnc23)n1	47%[activator]
O=C1N(Cc2ccccn2)C[C@H]2CN(Cc3cccc(OC(F)(F)F)c3)CCN12	64%[activator][176 µM]
CCC/C=C/CO	7%[176 µM]
Cc1ccc(C(=O)N2CCCCCCNC(=O)[C@@H]3C[C@@H](c4nc(Cc5ccccc5)no4)C[C@@H]32)s1	18%
CCC(C)NC(=O)N1CC(c2nc(CCOCC3CC3)no2)C1 (stereo not drawn)	52%[activator]
COc1cccc(CN2CCCC(c3nc(C(C)C)no3)CCNC(=O)CC2)c1 (stereo not drawn)	52%[activator]
CC(C)Cn1cnc2c1c(=O)n(CC(O)COc1ccc3ccccc3c1)c(=O)n2CC(C)C (stereo not drawn)	-25%
CC(C)[C@@H]1NC(=O)[C@@H]2CSCCS(=O)(=O)N2C1=O	-2%
COC(=O)C1CCN(C(=O)CC[C@H]2CNC(=O)[C@H]3NCC[C@H]3N2C)CC1	33%[activator][176 µM]
COC(=O)[C@@H]1Cc2ncn(C)c2CN1C(=O)c1ccc(-c2ccccc2)cc1	?
CCCN1C(SCC(=O)N(CC)CC)=NS(=O)(=O)c2ccccc21	-3%
CC1CSc2ccc(S(=O)(=O)N3CCN(c4ccccc4F)CC3)cc2NC1=O (stereo not drawn)	-28%
O=c1c2cccnc2ncn1CC(O)c1ccc(C(F)(F)F)cc1 (stereo not drawn)	2%
CC(C)(C)c1ccc(OCCn2cc(C(=O)C3CCCCC3)c3ccccc32)cc1	10%
O=C(Cn1nc(-c2cccs2)ccc1=O)NC1CCCc2c1[nH]c1c(Cl)cccc21 (stereo not drawn)	56%[activator]
COc1cc(CN2CCN(C)C(C(=O)O)C2)c(Cl)cc1OC(C)C (stereo not drawn)	4%
O=C1C(N2CCN(S(=O)(=O)c3ccc(Cl)s3)CC2)CCN1Cc1ccccn1 (stereo not drawn)	66%[activator]
CCCCOC(=O)c1ccc(NC(=O)c2c(OC)cc(=O)n3c2CCCC3)cc1	-5%
NCc1cccc(Oc2ncnc3ccccc23)c1	2%[12.5 µM]
Cc1ccc2[nH]c(C)c(CCN(Cc3ccccn3)C(=S)NC(C)(C)C)c2c1	6%
O=c1[nH]c(N2CCOCC2)nc2c1CCN(Cc1cc(F)cc(F)c1)CC2	1%
CCc1cc(N2CCC(Oc3ccccc3OC)(C(=O)O)CC2)nc(C)n1	27%
C[S+](=O)([O-])Nc1cccc(Nc2cnc3ccc(-c4cccc(CO)c4)nn23)c1	-5%[176 µM]
CC(C)CCC(=O)NC1CCN(c2cn[nH]c(=O)c2)CC1	14%
CCOC(=O)c1c(S(=O)(=O)NCC(=O)N2CCOCC2)c(C)n(C)c1C	17%

A portion of the library; the hit share may differ from the screen's.
